High-throughput results (PubChem)
MOR-DOR inv ag = inverse agonist of human OPRM1-OPRD1 heterodimerization; 340,000 tested, 0.21% active; inhibition, % at 9.3 µM; cell-based MOR-DOR heterodimer luminescence, inverse agonism; P35372+P41143; in the data active = inhibition above about 22%, passing the limit was not always enough;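 note: 0% = cells with DMSO and 100% = wells without cells with DMSO; values of inactives mirror those of a sister screen read the other way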
Target sequence (P35372 whole entry, looked up): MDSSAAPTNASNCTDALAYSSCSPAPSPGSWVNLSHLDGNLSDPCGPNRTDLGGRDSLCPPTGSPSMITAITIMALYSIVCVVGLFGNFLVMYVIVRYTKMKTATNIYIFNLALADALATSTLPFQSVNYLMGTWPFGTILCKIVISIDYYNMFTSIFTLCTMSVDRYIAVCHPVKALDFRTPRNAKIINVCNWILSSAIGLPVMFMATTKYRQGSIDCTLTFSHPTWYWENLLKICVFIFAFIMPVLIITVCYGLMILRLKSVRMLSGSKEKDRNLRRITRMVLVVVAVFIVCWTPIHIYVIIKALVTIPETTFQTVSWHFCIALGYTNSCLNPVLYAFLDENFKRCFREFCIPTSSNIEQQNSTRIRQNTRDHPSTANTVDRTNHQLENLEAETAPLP
Target sequence (P41143 whole entry, looked up): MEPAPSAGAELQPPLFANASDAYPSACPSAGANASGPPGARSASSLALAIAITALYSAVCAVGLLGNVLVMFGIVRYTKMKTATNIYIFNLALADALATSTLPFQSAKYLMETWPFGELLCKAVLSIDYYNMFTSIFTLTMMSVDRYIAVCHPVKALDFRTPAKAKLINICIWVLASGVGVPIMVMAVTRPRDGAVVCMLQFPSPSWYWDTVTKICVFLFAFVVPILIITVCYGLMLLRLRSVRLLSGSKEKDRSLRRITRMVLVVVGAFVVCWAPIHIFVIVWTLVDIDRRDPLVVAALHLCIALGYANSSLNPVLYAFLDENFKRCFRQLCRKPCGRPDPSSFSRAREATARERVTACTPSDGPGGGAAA
V-ATPase pHluor = yeast V-ATPase proton transport regulation by pHLuorin; S. cerevisiae, pHLuorin cytosolic pH fluorescence; response, % at 10 µM; 350,000 tested, 0.37% active; AID 504577; in the data active = response mostly above about 7.3%, no sharp cut-off; inactive = mostly below about 5.4%; note: actives read high; inactives centre near 0; some compounds called inactive have numbers as strong as hits; reference of the scale not given here
Arr AP2 block = human beta-arrestin and AP2 interaction inhibition; FITC-arrestin peptide / GST-AP2 beads, flow cytometry; AP2 beta2 appendage carries R879A mutation; AID 504490; inhibition, % at 10 µM; 340,000 tested, 0.31% active;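 active = inhibition above a set limit, near 3 SD of compounds lacking own fluorescence, cut at about 54% in these data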;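 note: plate controls were DMSO wells for no effect and 5 µM unlabelled arrestin peptide for full effect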
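Material – GST-tagged AP2 beta2-adaptin appendage (R879A) on 4 µm glutathione beads · Probe or stimulus – fluorescein-tagged arrestin peptide at 50 nM final · Timing – 12 min plus 1 h, RT · Detection – bead flow cytometry, FITC channel · Read-out basis – inhibition as reduced fluorescein signal on beads, percent · Medium – PBS plus Tween 20 (0.05%) and BSA (0.1%)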
OPRM1-OPRD1 ag = agonists of human mu-delta opioid receptor heterodimerization | 340,000 tested, 0.3% active | P35372+P41143 | AID 504326 | activation, % at 9.3 µM | cells, OPRM1-OPRD1 heterodimerization, luminescence; in the data active = activation above about 18%;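 note: 0% = vehicle-treated cells and 100% = reference agonist; values of inactives mirror those of a sister screen read the other way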
Pemphigus Ab inh = blocks pemphigus antibody binding to human desmoglein-3 | P32926 | DSG3-coupled beads, scFv-anti-DSG3-GFP binding, flow cytometry; stronger effect = lower value | binding (percent of control), % at 10 µM | 310,000 tested, 0.48% active;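 active = binding more than 3 SD below its plate's average and above zero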;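 note: hits lower antibody fragment binding to DSG3; some compounds called inactive have numbers as strong as hits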
PKA-R2B activ = activates the human PKA-R2B holoenzyme complex. 340,000 tested, 0.079% active. PKA-R2B holoenzyme dissociation, Cy5-IP20 fluorescence polarization; R2B truncated from residue 108, S112A mutant; 0% DMSO only, 100% 113 µM cGMP. P22694+P31323. activation, % at 11.4 µM. AID 504700;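 active = activation above a cutoff set at the mean over all compounds plus 3 SD, cut at about 18% in these data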;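 note: higher means more holoenzyme dissociation and a rise in polarization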
HTR5A ag ctr = counter-screen for OPRM1-OPRD1 agonists: human HTR5A agonism | AID 504692 | 340,000 tested, 0.61% active | HTR5A agonist assay, luminescence, cell-based | P47898 | activation, % at 9.3 µM; in the data active = activation mostly above about 9.5%, no sharp cut-off; inactive = mostly below about 7.6%;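 note: 0% = cells with vehicle only and 100% = reference agonist; strong numbers were not always called active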
HTR5A inv ag = inverse agonist of human HTR5A in OPRM1-OPRD1 counter-screen; P47898; HTR5A cell line, luminescence, inverse agonism; inhibition, % at 9.3 µM; 340,000 tested, 0.083% active; AID 504634; in the data active = inhibition mostly above about 23%, no sharp cut-off; inactive = mostly below about 18%;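 note: 0% = cells with DMSO and 100% = no-cell wells with DMSO; some compounds called inactive have numbers as strong as hits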
PKA-R1A activ = activators of PKA-R1A complex. activation, % at 11.4 µM. 340,000 tested, 0.083% active. P00514+P68181. PKA-R1A dissociation, Cy5-IP20 fluorescence polarization; scaled: DMSO 0%, 113 µM cGMP 100%. AID 504707;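 active = percent activation above the mean of all tested compounds plus 3 SD, cut at about 19% in these data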;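 note: higher means more PKAc released from R1A so a rise in polarization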
DAGLB inhibitor = blocks human DAGLB lipase activity. Q8NCG7. HEK293T DAGLB membrane lysate, EnzChek fluorogenic substrate. inhibition, % at 5.17 µM. 340,000 tested, 0.059% active. AID 504411; in the data active = inhibition above about 34%;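 note: 0% = enzyme with vehicle and 100% = wells lacking enzyme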
The depositor's hits bear a star; . = not tested or not shown.

SMILES	MOR-DOR inv ag	V-ATPase pHluor	Arr AP2 block	OPRM1-OPRD1 ag	Pemphigus Ab inh	PKA-R2B activ	HTR5A ag ctr	HTR5A inv ag	PKA-R1A activ	DAGLB inhibitor
CC(C)CN1C(=O)c2ccc(NC(=O)c3cccs3)cc2C1=O	-3	0	-6	0.6	98	-3	3	-7	0	1
COc1ccc(C(=O)CSc2nnc(CNc3ccc(C)cc3C)n2Cc2ccco2)cc1	8	5	-13	-1.3	.	-3	-2	-1	3	-5
Cc1no[n+]([O-])c1COc1ccc(/C=C(\C#N)C(N)=O)cc1	14	-7	5	-2.7	98	-10	3	-8	-13	-1
Cc1cc(C)c(C(=O)COC(=O)C2CCN(c3ccc(C(F)(F)F)cn3)CC2)c(C)c1	-17	8.6*	27	4.2	.	0	6	-15	2	-20
O=C(O)CC(NS(=O)(=O)c1c(F)cc(F)cc1Br)c1ccccc1Cl (stereo unspecified)	-2	-3	11	0.4	117	3	3	-18	-2	4
CC(NC(=O)c1ccc(C#N)cc1)C1CC2CCC1C2 (stereo unspecified)	5	6	9	-0.9	97	-2	-3	-7	-3	0
Cc1cc(C)n2nc(C(=O)Nc3ccc(S(=O)(=O)N(C)C)cc3)nc2n1	18	7	29	-3.4	102	5	1	-6	3	1
Cc1ccc(C(=O)NCC(=O)OCCCOC(=O)CNC(=O)c2ccc(C)cc2)cc1	16	-1	-5	-3.0	108	-8	-3	8	-4	0
CCc1ccccc1NC(=O)c1cnc2n(c1=O)CCS2	6	-1	1	-1.1	98	9	6	-17	-9	1
O=C(COc1cccc(C(F)(F)F)c1)NCC(c1ccco1)N1CCCC1 (stereo unspecified)	-3	-1	-5	0.7	99	-6	12	-30	3	2
CCOC(=O)C1CCCN(CCC(=O)Nc2ccccc2)C1 (stereo unspecified)	13	2	14	-2.2	109	2	1	-12	-2	-1
CC1=Nc2ccc3ccccc3c2C1(C)C	4	-1	2	-0.7	108	5	4	-10	6	-1
COCCn1c(C)cc(/C=C(\C#N)C(=O)OC(C)C(=O)Nc2ccc(NC(C)=O)cc2)c1C (stereo unspecified)	8	-3	-10	-1.3	97	-5	2	-6	-1	0
CCc1ccc(NC(=O)N2CCC(c3ccccc3)C2)cc1 (stereo unspecified)	5	-2	-3	-1.0	96	3	-4	13	-6	-3
Cc1cc(OCC(=O)NCC(O)c2ccccc2)c2c(C)cc(=O)oc2c1 (stereo unspecified)	13	-3	15	-2.5	93	3	1	15	1	-1
NC(=O)CS(=O)(=O)c1nc2ccccc2n1Cc1ccccn1	13	1	17	-2.9	.	12	4	-9	-13	1
Cc1cc2oc(=O)cc(Cn3ccnc3)c2cc1C	14	1	12	-2.7	95	4	7	-19	1	-1
O=C(NC1CCN(Cc2cccc([N+](=O)[O-])c2)CC1)c1ccccc1	3	0	-2	-0.6	104	-6	2	-8	-3	-3
O=C(Nc1cc(Cl)cc(Cl)c1)c1coc(=O)c(Br)c1	14	0	-3	-2.8	98	-1	-2	14	-8	1
COc1ccc(/C=N/NC(=O)CCCOc2ccc(Cl)cc2Cl)cc1	-13	-3	-11	1.8	100	-5	0	-1	5	-4
CC(=O)N1CCN(C(=O)c2cc(S(=O)(=O)N3CCCCC3)ccc2Cl)CC1	7	1	-5	-1.0	101	0	0	-2	-2	0
CN(C)S(=O)(=O)c1ccc(C(=O)Nc2nnc(-c3ccc4c(c3)CCCC4)o2)cc1	11	-4	3	-2.1	99	-11	9	-24	-5	-2
C/C(=C\c1ccc(F)cc1)C(=O)c1c(C)cc(C)[nH]c1=O	5	-6	-1	-1.0	96	-5	3	-13	-16	-2
CCCn1c(SCC(=O)N(CC)c2c(N)n(Cc3ccccc3)c(=O)[nH]c2=O)nnc1-c1ccncc1	13	4	-8	-3.3	99	-6	1	6	-16	3
Cc1ccnc(NC(=O)CNC(=O)c2ccc(C)s2)c1	-10	1	8	1.5	99	0	8	-25	3	-2
Cc1ccc(NC(=O)c2cc(C)n(-c3cccc(C)c3)c2C)cc1	6	3	16	-1.2	112	3	7	-34	-4	-5
CCOC(=O)c1c(N)sc(C(=O)Nc2ccccc2)c1C	-6	-1	40	1.1	110	1	-6	-17	0	0
Cc1ccc(NC(=O)CCC(=O)N/N=C/c2cccs2)cc1	9	1	24	-1.3	101	6	0	3	-5	-3
Cc1nnsc1S(=O)c1ccc(Cl)cc1 (stereo unspecified)	-1	-6	10	0.2	92	5	6	-20	11	2
CC(=O)c1sc(NC(=O)c2c(F)cccc2F)nc1-c1ccccc1	9	-1	5	-1.2	94	-10	5	-13	5	0
NC(=S)NNC(=O)/C(=C/c1ccc(Br)cc1)NC(=O)c1ccccc1	0	0	2	-0.1	106	1	-2	-10	-10	4
Cc1cc(C)c(NC(=O)C2CCN(c3cnccn3)CC2)c(C)c1	0	3	4	-0.1	.	9	8	-21	3	0
Cn1c2ccccc2c(=O)c2cc(C#Cc3ccsc3)ccc21	14	-1	11	-2.4	92	-1	6	-15	-9	0
COC(=O)c1nn(-c2ccccc2)c(Cl)c1/C=N/OCc1c(Cl)cccc1Cl	8	1	5	-1.6	100	-9	2	-7	-1	1
CCOc1ccc(Nc2ncnc3c2nnn3Cc2ccccc2)cc1	-14	-1	36	2.7	127	-5	3	-10	1	0
CC1CCC(=NNC(=O)c2ccccc2-n2cccc2)CC1 (stereo unspecified)	8	7	43	-1.2	120	8	4	-6	-12	3
CN1CCN(CCCNC(=O)c2cc3c(=O)n(C)c4ccccc4c3s2)CC1	1	-2	-2	-0.1	101	-8	-1	6	-1	-2
CN(CC(=O)Nc1cccc(F)c1)C(=O)C1CCN(C(=O)c2ccc(Cl)cc2)CC1	7	-1	46	-1.3	100	0	-2	6	-9	-2
COc1ccc(NC(=S)Nc2cc(C)[nH]n2)cc1Cl	8	-2	0	-1.6	109	-8	12	-1	-14	1
COc1ccc(C(=O)N[C@H](C(=O)NCc2cccs2)C(C)C)cc1	10	3	8	-2.1	98	-1	4	-10	2	-2

10 compounds out of the list, arranged by heavy-atom count, smallest number first.
SMILES	MOR-DOR inv ag	V-ATPase pHluor	Arr AP2 block	OPRM1-OPRD1 ag	Pemphigus Ab inh	PKA-R2B activ	HTR5A ag ctr	HTR5A inv ag	PKA-R1A activ	DAGLB inhibitor
Cc1nnsc1S(=O)c1ccc(Cl)cc1 (stereo unspecified)	-1	-6	10	0.2	92	5	6	-20	11	2
COc1ccc(NC(=S)Nc2cc(C)[nH]n2)cc1Cl	8	-2	0	-1.6	109	-8	12	-1	-14	1
CCOC(=O)c1c(N)sc(C(=O)Nc2ccccc2)c1C	-6	-1	40	1.1	110	1	-6	-17	0	0
Cc1ccc(NC(=O)CCC(=O)N/N=C/c2cccs2)cc1	9	1	24	-1.3	101	6	0	3	-5	-3
Cn1c2ccccc2c(=O)c2cc(C#Cc3ccsc3)ccc21	14	-1	11	-2.4	92	-1	6	-15	-9	0
Cc1cc(C)c(NC(=O)C2CCN(c3cnccn3)CC2)c(C)c1	0	3	4	-0.1	.	9	8	-21	3	0
CC(=O)c1sc(NC(=O)c2c(F)cccc2F)nc1-c1ccccc1	9	-1	5	-1.2	94	-10	5	-13	5	0
CCOc1ccc(Nc2ncnc3c2nnn3Cc2ccccc2)cc1	-14	-1	36	2.7	127	-5	3	-10	1	0
CN1CCN(CCCNC(=O)c2cc3c(=O)n(C)c4ccccc4c3s2)CC1	1	-2	-2	-0.1	101	-8	-1	6	-1	-2
CN(CC(=O)Nc1cccc(F)c1)C(=O)C1CCN(C(=O)c2ccc(Cl)cc2)CC1	7	-1	46	-1.3	100	0	-2	6	-9	-2

Going on with the list.
SMILES	MOR-DOR inv ag	V-ATPase pHluor	Arr AP2 block	OPRM1-OPRD1 ag	Pemphigus Ab inh	PKA-R2B activ	HTR5A ag ctr	HTR5A inv ag	PKA-R1A activ	DAGLB inhibitor
Cc1sc2ncnc(NCc3ccccc3)c2c1C	7	0	-68	-1.5	114	0	3	-8	-10	-2
O=S(=O)(c1cccc(F)c1)N1CCN(c2ncnc3scc(-c4ccc(F)cc4)c23)CC1	10	2	12	-2.0	103	7	0	1	11	-3
CCc1ccc(NC2Nc3cc(C)nn3S2)cc1 (stereo unspecified)	15	2	-2	-2.9	115	1	0	-3	2	-3
Clc1ccc2[nH]cc(-c3nnnn3-c3ccc4ccccc4c3)c2c1	-28	-1	2	5.1	104	-19	5	-23	-3	-4
COc1cc(OC)c(S(=O)(=O)N2CCN(C(=O)c3ccco3)CC2)cc1NC(C)=O	4	-2	0	-0.8	118	3	-1	18	-12	0
COc1ccc(C)cc1NC(=O)CN1CCN(S(=O)(=O)c2ccc(C(C)C)cc2)CC1	3	2	-4	-0.8	94	3	4	-10	-14	-5
COc1ccc(C(=O)/C=C/Nc2ccc(S(=O)(=O)Nc3cccc(C(C)=O)c3)cc2)cc1	-10	0	-10	1.9	102	-3	6	-20	13	-2
CCOCc1nnc(NC(=O)C2CCN(C(=O)c3ccco3)CC2)s1	-4	-2	18	0.5	102	-12	-1	3	-5	2
Cc1c(Cl)cccc1NC(=O)CSc1ncnc2c1cnn2CCO	-2	-5	6	0.5	104	-4	2	-3	-4	-4
Cc1cc(-n2cccn2)ccc1CN1CCN(C2CCCC2)C(CCO)C1 (stereo unspecified)	9	2	24	-2.0	104	-8	3	-9	3	-2
CCOCCc1nnc(NC(=O)COC)s1	4	0	-41	-0.7	98	-9	3	-7	0	1
CN1C(=O)C(O)(C2CCCCCC2=O)c2ccccc21 (stereo unspecified)	5	-1	-6	-1.0	111	-2	-1	3	9	-1
COc1ccc(C)cc1NC(=O)n1ncc2cc(Cl)ccc21	6	4	0	-1.3	101	2	-1	3	6	-3
COc1cccc(NC(=O)CSc2nnc(-c3cc(-c4ccccn4)nc4ccccc34)o2)c1	15	2	-10	-3.5	.	0	8	-21	1	0
Cc1ccn2cc(CCNC(=O)C3CC=CCC3C(=O)O)nc2c1 (stereo unspecified)	6	0	-14	-1.1	95	-2	0	21	-12	1
CCCCCCCNC(=O)C1(CC2CC(c3cccc(Br)c3)=NO2)CCN(C(=O)C2(C)CC2)CC1 (stereo unspecified)	1	2	10	-0.1	95	3	7	-12	-7	-4
O=C(Nc1ccc(Cl)c(Cl)c1)O/N=C/c1ccncc1	-4	2	3	0.7	98	-4	1	-3	5	-1
